Assay outcomes (PubChem)
CHO-K1 Ca ag = nonselective activator or artifact in parental CHO-K1 cells; Fluo-8 calcium fluorescence; scaled to maximal ATP response, vehicle zero; hit rate 0.48% among 360,000; activation, % at 3 µM; in the data active means activation above about 15%;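 further: untransfected CHO-K1 host cells lacking M1 receptor as counterscreen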
M5 ag = CHRM5 agonism in calcium assay | P08912 | activation, % at 3 µM | hit rate 0.19% among 360,000 | CHO-K1 hM5 cells, Fluo-8 calcium fluorescence; 0% DMSO wells, 100% maximal acetylcholine response;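 active means activation above the run's mean over test compounds plus 3 SD, cut at about 23% in these data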;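 further: signal is peak over basal fluorescence ratio across the kinetic read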
Target sequence (P08912 whole entry, looked up): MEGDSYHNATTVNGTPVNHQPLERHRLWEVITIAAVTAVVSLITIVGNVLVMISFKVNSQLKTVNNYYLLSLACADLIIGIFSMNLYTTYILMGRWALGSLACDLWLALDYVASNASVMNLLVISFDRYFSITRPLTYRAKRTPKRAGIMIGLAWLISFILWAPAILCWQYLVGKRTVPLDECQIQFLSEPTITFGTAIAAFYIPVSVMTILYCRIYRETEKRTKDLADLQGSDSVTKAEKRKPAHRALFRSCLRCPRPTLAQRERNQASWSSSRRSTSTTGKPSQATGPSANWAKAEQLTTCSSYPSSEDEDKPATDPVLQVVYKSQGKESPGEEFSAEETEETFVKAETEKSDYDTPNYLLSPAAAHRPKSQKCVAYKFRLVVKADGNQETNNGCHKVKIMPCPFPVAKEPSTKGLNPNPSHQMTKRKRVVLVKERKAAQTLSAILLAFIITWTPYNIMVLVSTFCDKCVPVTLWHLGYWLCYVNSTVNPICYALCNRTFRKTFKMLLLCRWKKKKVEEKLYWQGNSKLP
M1 PAM parental = nonselective activator or artifact in parental CHO-K1 calcium assay. ATP EC20, Fluo-8 calcium fluorescence; 0% at ATP EC20, 100% at ATP max. activation, % at 3 µM. hit rate 0.02% among 360,000. AID 602247;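 active means activation above the run cutoff, the mean activation of all test compounds plus 3 SD, cut at about 40% in these data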;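 further: peak over basal fluorescence ratio in a 140 s read after ATP addition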
M4 PAM = CHRM4 positive allosteric modulation; P08173; CHO-K1 hM4/Gqi5, Fluo-8 calcium fluorescence, ACh EC20; 0% = ACh EC20, 100% = maximal ACh; activation, % at 3 µM; hit rate 0.4% among 360,000; AID 624126;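 active means activation above its plate's cutoff, the mean activation of sample wells plus 3 SD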; further: some results filed as inactive read as strong as hits
CHRM5 PAM = CHRM5 positive allosteric modulation | CHO-K1 hM5, Fluo-8 calcium, ACh EC20 PAM; 0% = ACh EC20, 100% = ACh EC100 | hit rate 0.3% among 360,000 | activation, % at 3 µM;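 active means activation above the run cutoff, the mean activation of all test compounds plus 3 SD, cut at about 18% in these data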
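Measured by: Fluo-8 calcium fluorescence; material: human M5 receptor in CHO-K1 cells; schedule: Post-acetylcholine fluorescence recording 140 s; benchmarks: low control EC20 acetylcholine (0%), high control EC100 acetylcholine (100%); read-out: Max/basal fluorescence ratio as % of EC20–EC100 ACh window; compound: single dose, 3 µM nominal final test concentration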
CHO-K1 Ca antag = nonselective inhibitor or artifact in parental CHO-K1 cells. inhibition, % at 3 µM. hit rate 0.6% among 360,000. ATP-induced calcium, Fluo-8 fluorescence;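 active means inhibition above a per-plate cutoff, the plate's mean sample inhibition plus 3 SD, cut at about 24% in these data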;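 further: 0% = DMSO plus EC80 ATP and 100% = DMSO alone without ATP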
M4 antag = antagonists of human muscarinic M4 receptor (CHRM4) | CHO-hM4 cells, ACh EC80, Fluo-8 calcium fluorescence | hit rate 0.73% among 360,000 | inhibition, % at 3 µM;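 active means inhibition above its plate's cutoff, the mean inhibition of sample wells plus 3 SD, cut at about 27% in these data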;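 further: 0% = acetylcholine EC80 with DMSO and 100% = DMSO without agonist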
M5 antag = CHRM5 antagonism in calcium assay. hit rate 0.59% among 360,000. AID 624040. inhibition, % at 3 µM. CHO-hM5 cells, Fluo-8 calcium fluorescence, ACh EC80;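 active means inhibition above a per-plate cutoff, the mean of that plate's test compounds plus 3 SD, cut at about 27% in these data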;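 further: 0% = acetylcholine EC80 with DMSO and 100% = DMSO without agonist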
CHRM4 agonist = agonists of human muscarinic M4 receptor (CHRM4); P08173; CHO-K1 hM4/Gqi5, Fluo-8 calcium fluorescence; vehicle 0%, full acetylcholine response 100%; activation, % at 3 µM; hit rate 0.14% among 360,000;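 active means activation above the run mean over all test wells plus 3 SD, cut at about 32% in these data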;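 further: peak over basal fluorescence ratio per well then scaled between controls; 0% = DMSO wells and 100% = acetylcholine at EC100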
An asterisk follows results filed as active.

Every second line gives: CHO-K1 Ca ag	M5 ag	M1 PAM parental	M4 PAM	CHRM5 PAM	CHO-K1 Ca antag	M4 antag	M5 antag	CHRM4 agonist
O=C(NCCCc1ccccc1)C1CCC(=O)N(CCc2ccc(Cl)cc2)C1 (centres undefined)
    0.1	-4.1	17.3	-3.6	-5.3	2.5	2.2	11.0	1.1
COc1cc(/C=C2\SC(=S)N(CC(=O)O)C2=O)ccc1OC(=O)c1ccco1
    -0.3	-0.3	-12.8	-6.2	4.3	-4.1	2.7	-6.8	1.6
Cc1cc(C)cc(OCC(=O)O/N=C(\N)c2ccccc2Cl)c1
    0.5	-0.2	12.5	3.0	3.7	-1.1	-3.6	-5.3	-0.3
Cc1c(O)ccc(C(=O)COc2ccc(F)cc2)c1O
    4.2	0.7	8.5	3.2	-4.4	4.2	4.0	2.4	9.4
CS(=O)(=O)Nc1ccc(C(=O)NCCSCc2ccccc2)cc1
    3.1	-2.4	6.4	-2.4	0.1	9.2	2.2	-2.5	1.2
CCC(=O)N1C(=O)CCN(C(C)=O)c2ccccc21
    -0.1	-0.2	15.3	2.9	-1.0	-12.2	-7.5	0.3	-0.1
Cc1cc(NC(=O)Cn2c(=O)c3c(ncn3CCC(C)C)n(Cc3ccccc3)c2=O)no1
    0.1	0.3	20.9	8.8	4.6	-13.3	-10.1	0.2	-2.9
COc1ccc(-c2nnc(SCC(=O)N3CCCCC3)o2)cc1OC
    0.3	2.4	15.9	11.3	-1.5	-2.9	-14.9	2.4	0.9
CCOC(=O)CSc1nc(-c2ccc(OC)cc2)ns1
    0.5	-1.9	21.0	-1.2	-5.1	-8.4	-2.3	1.1	0.0
COc1ccc(Nc2ncnc3sccc23)c(OC)c1
    -0.5	-3.5	-2.2	-4.3	7.0	9.8	-3.0	-8.2	0.1

Remaining list, next part
Every second line gives: CHO-K1 Ca ag	M5 ag	M1 PAM parental	M4 PAM	CHRM5 PAM	CHO-K1 Ca antag	M4 antag	M5 antag	CHRM4 agonist
CCCCn1cc(C(C)(C)C)c(C#N)c1NC(C)=O
    0.8	-0.1	14.6	-2.5	-2.2	-2.6	6.5	-2.1	0.9
COc1ccc(C(=O)N2CCCC2(C)C(=O)NCC(C)C)cc1C(F)(F)F (centres undefined)
    -0.1	0.2	4.3	0.3	0.3	-0.8	-3.5	-2.4	3.2
COC(=O)c1nnn(-c2nonc2N)c1-c1cccs1
    0.0	-7.1	11.1	-1.5	4.8	-4.1	5.3	0.5	1.5
Cc1onc(-c2ccccc2Cl)c1C(=O)NCCn1c(C)cc2ccccc21
    0.5	2.1	-7.4	-6.2	-3.1	4.5	4.3	2.3	3.8
O=c1c2c3nc4ccccc4nc3n(/N=C/c3ccncc3)c2ncn1-c1ccccc1
    2.6	2.4	17.9	2.2	7.4	-0.7	-1.2	-4.5	0.8
O=C(Nc1nccs1)c1ccc(N2C(=O)C3CCCCC3C2=O)cc1 (centres undefined)
    1.8	1.1	-12.7	-4.9	-5.3	3.6	1.5	15.4	1.7
Cc1ccc(S(=O)(=O)/N=c2\scc(C)n2C)cc1
    -0.2	1.4	-10.2	22.4	1.4	5.2	-15.7	-7.5	1.4
C(=N\N(Cc1ccccc1)c1ccccc1)/c1ccco1
    0.8	-2.1	20.1	-3.5	1.5	-14.8	-7.0	-2.3	-1.2
CCCCOc1ccc(C(=O)NCC(=O)NCCOc2ccccc2OC)cc1
    -0.6	-1.8	-5.6	3.3	-2.0	-10.3	7.8	19.1	0.6
O=C(NNC(=O)c1cc2cc(OC(F)(F)F)ccc2[nH]1)c1cccc(C(F)(F)F)c1
    1.9	-5.5	6.0	2.9	-8.9	-6.7	-17.9	7.7	1.3

Quoted at random: 2 compounds from above, in no set order.
Every second line gives: CHO-K1 Ca ag	M5 ag	M1 PAM parental	M4 PAM	CHRM5 PAM	CHO-K1 Ca antag	M4 antag	M5 antag	CHRM4 agonist
CCCCOc1ccc(C(=O)NCC(=O)NCCOc2ccccc2OC)cc1
    -0.6	-1.8	-5.6	3.3	-2.0	-10.3	7.8	19.1	0.6
O=C(Nc1nccs1)c1ccc(N2C(=O)C3CCCCC3C2=O)cc1 (centres undefined)
    1.8	1.1	-12.7	-4.9	-5.3	3.6	1.5	15.4	1.7

Next entries.
Every second line gives: CHO-K1 Ca ag	M5 ag	M1 PAM parental	M4 PAM	CHRM5 PAM	CHO-K1 Ca antag	M4 antag	M5 antag	CHRM4 agonist
COc1ccccc1Cc1c(-c2ccc(Cl)cc2)nc2c3ccccc3ccn12
    1.2	-4.1	11.3	-3.5	6.5	-20.1	-17.7	-17.8	0.0
COc1ccccc1N(CC(=O)NCc1ccc(F)cc1)C(=O)CCC(=O)Nc1ccccn1
    0.8	3.1	-9.7	-2.1	-1.3	10.1	1.9	-4.8	2.3
CC1CN(C(=O)CN2C(=O)NC3(CCCC3)C2=O)C(=Nc2cccc(S(=O)(=O)N(C)C)c2)S1 (centres undefined)
    2.5	0.0	15.6	4.7	0.3	-8.3	-12.2	6.5	1.5
C=CCN(CC=C)S(=O)(=O)c1ccc(NC(=S)NC(=O)/C=C/c2cccc3ccccc23)cc1
    0.5	-1.9	16.9	5.5	-3.8	-0.2	6.1	9.2	0.5

Among those listed so far, these contain nitrogen in an aromatic ring.
Every second line gives: CHO-K1 Ca ag	M5 ag	M1 PAM parental	M4 PAM	CHRM5 PAM	CHO-K1 Ca antag	M4 antag	M5 antag	CHRM4 agonist
Cc1cc(NC(=O)Cn2c(=O)c3c(ncn3CCC(C)C)n(Cc3ccccc3)c2=O)no1
    0.1	0.3	20.9	8.8	4.6	-13.3	-10.1	0.2	-2.9
COc1ccc(-c2nnc(SCC(=O)N3CCCCC3)o2)cc1OC
    0.3	2.4	15.9	11.3	-1.5	-2.9	-14.9	2.4	0.9
CCOC(=O)CSc1nc(-c2ccc(OC)cc2)ns1
    0.5	-1.9	21.0	-1.2	-5.1	-8.4	-2.3	1.1	0.0
COc1ccc(Nc2ncnc3sccc23)c(OC)c1
    -0.5	-3.5	-2.2	-4.3	7.0	9.8	-3.0	-8.2	0.1
CCCCn1cc(C(C)(C)C)c(C#N)c1NC(C)=O
    0.8	-0.1	14.6	-2.5	-2.2	-2.6	6.5	-2.1	0.9
COC(=O)c1nnn(-c2nonc2N)c1-c1cccs1
    0.0	-7.1	11.1	-1.5	4.8	-4.1	5.3	0.5	1.5
Cc1onc(-c2ccccc2Cl)c1C(=O)NCCn1c(C)cc2ccccc21
    0.5	2.1	-7.4	-6.2	-3.1	4.5	4.3	2.3	3.8
O=c1c2c3nc4ccccc4nc3n(/N=C/c3ccncc3)c2ncn1-c1ccccc1
    2.6	2.4	17.9	2.2	7.4	-0.7	-1.2	-4.5	0.8
O=C(Nc1nccs1)c1ccc(N2C(=O)C3CCCCC3C2=O)cc1 (centres undefined)
    1.8	1.1	-12.7	-4.9	-5.3	3.6	1.5	15.4	1.7
Cc1ccc(S(=O)(=O)/N=c2\scc(C)n2C)cc1
    -0.2	1.4	-10.2	22.4	1.4	5.2	-15.7	-7.5	1.4
O=C(NNC(=O)c1cc2cc(OC(F)(F)F)ccc2[nH]1)c1cccc(C(F)(F)F)c1
    1.9	-5.5	6.0	2.9	-8.9	-6.7	-17.9	7.7	1.3
COc1ccccc1Cc1c(-c2ccc(Cl)cc2)nc2c3ccccc3ccn12
    1.2	-4.1	11.3	-3.5	6.5	-20.1	-17.7	-17.8	0.0
COc1ccccc1N(CC(=O)NCc1ccc(F)cc1)C(=O)CCC(=O)Nc1ccccn1
    0.8	3.1	-9.7	-2.1	-1.3	10.1	1.9	-4.8	2.3
